Screens (PubChem)
LEDGF integ inh – blockers of LEDGF/p75-dependent integrase strand transfer – biochemical, TR-FRET, high throughput, primary screen; HIV-1 integrase (with human LEDGF/p75); TR-FRET IN-LEDGF/p75 DNA integration, Eu/Cy5; inhibition, % at 3.7 µM; 370,000 tested, 0.64% active;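 active = inhibition above the screen-wide mean plus 3 SD, cut at about 13% in these data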;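 note: signal is the Cy5 over europium emission ratio at 671 and 618 nm; 0% = plate median of compound wells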
PLC-gamma1 inh – PLC-gamma1 enzyme inhibitors, primary screen, biochemical, fluorescence, purified enzyme. inhibition, % at 12.2 µM. fluorogenic substrate. 1-phosphatidylinositol 4,5-bisphosphate phosphodiesterase gamma-1 (Homo sapiens), P19174. 370,000 tested, 0.84% active. AID 720700, 2013; in the data active = inhibition above about 9.5%
Target sequence (P19174 whole entry, looked up): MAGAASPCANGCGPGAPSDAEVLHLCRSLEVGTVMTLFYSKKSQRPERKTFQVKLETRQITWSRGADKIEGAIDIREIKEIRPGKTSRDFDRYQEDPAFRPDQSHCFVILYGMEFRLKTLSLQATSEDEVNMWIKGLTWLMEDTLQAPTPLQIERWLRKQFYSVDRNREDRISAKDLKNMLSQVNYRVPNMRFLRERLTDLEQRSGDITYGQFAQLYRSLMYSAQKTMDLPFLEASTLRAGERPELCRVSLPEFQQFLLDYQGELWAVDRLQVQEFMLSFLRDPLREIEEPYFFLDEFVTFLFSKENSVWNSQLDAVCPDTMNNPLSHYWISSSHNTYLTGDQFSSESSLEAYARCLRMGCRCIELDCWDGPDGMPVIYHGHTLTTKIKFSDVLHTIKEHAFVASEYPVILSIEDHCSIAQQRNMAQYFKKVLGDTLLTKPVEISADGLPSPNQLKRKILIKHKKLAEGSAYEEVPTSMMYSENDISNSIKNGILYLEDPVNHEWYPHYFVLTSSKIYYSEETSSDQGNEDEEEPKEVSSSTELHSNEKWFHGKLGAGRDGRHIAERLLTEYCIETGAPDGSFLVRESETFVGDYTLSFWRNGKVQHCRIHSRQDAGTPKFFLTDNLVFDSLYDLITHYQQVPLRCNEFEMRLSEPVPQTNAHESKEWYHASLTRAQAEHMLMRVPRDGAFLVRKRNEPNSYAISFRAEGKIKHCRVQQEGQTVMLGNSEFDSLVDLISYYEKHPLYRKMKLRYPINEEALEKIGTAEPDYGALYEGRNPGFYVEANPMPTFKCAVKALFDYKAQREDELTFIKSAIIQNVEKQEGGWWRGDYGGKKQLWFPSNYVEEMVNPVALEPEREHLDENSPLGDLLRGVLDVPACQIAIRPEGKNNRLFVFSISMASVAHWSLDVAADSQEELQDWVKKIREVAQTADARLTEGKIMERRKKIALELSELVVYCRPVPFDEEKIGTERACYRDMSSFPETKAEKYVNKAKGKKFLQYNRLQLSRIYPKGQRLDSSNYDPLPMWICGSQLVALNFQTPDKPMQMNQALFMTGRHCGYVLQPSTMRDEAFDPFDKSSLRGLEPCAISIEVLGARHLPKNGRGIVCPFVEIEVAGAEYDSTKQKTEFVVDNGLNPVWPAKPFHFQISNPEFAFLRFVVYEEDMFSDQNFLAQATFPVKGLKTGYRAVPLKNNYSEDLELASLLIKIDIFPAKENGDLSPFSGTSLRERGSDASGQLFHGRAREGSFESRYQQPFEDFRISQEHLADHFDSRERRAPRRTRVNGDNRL
ADAM17 inh – ADAM17 inhibitors, primary screen, biochemical, QFRET. Disintegrin and metalloproteinase domain-containing protein 17 (Homo sapiens), P78536. recombinant ADAM17, EDANS/DABCYL FRET peptide cleavage. inhibition, % at 6.95 µM. 370,000 tested, 0.83% active. AID 720648, 2013;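 active = inhibition above the mean of compounds lying between control limits plus 3 SD, set per campaign, cut at about 8.5% in these data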;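 note: 0% = DMSO-only wells as the low control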
TDP2 inh – human TDP2 enzyme inhibitors, primary screen, biochemical, epi absorbance, recombinant enzyme; AID 720702, 2013; inhibition, % at 12.8 µM; 370,000 tested, 0.34% active; T5PNP hydrolysis, p-nitrophenol absorbance 415 nm;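 active = inhibition above the mean of all tested compounds plus 3 SD, set per campaign, cut at about 25% in these data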;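 note: 0% = DMSO with enzyme and 100% = buffer with substrate but no TDP2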
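Test system: Human TDP2 enzyme | Reagent: 5 mM T5PNP | Compound dosing: 12.8 µM single point, 1% DMSO | Incubation: Enzyme reaction with compound for 2 h at 37 °C | Technique: p-Nitrophenol epi absorbance | Read-out: % inhibition relative to enzyme-containing and enzyme-free wells | Benchmarks: High control without enzyme, low control DMSO plus TDP2 | Replicates: Singlicate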
ASAP1 GAP inh – inhibitors of human ASAP1 ArfGAP activity, primary screen, biochemical, fluorescence polarization | ASAP1-stimulated ARF1 GTP hydrolysis, GDP FP detection | inhibition, % at 16.5 µM | 360,000 tested, 0.19% active; in the data active = inhibition above about 25%;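 note: 0% = vehicle with enzyme and substrate and 100% = no enzyme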
ADAM10 inh – human ADAM10 inhibitors, primary screen, biochemical, QFRET, HTS; inhibition, % at 7 µM; 370,000 tested, 0.62% active; recombinant ADAM10, EDANS/DABCYL FRET peptide cleavage, 3 h; Disintegrin and metalloproteinase domain-containing protein 10 (Homo sapiens), O14672;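 active = inhibition above a per-campaign cutoff equal to the mean of compounds falling between control-based bounds plus 3 SD, cut at about 20% in these data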;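 note: 0% = DMSO wells while the 100% control is not disclosed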
DDE Tn6 FP inh – inhibitors of Tn6 peptide binding to fibrin DD(E), primary screen, biochemical, fluorescence polarization, human fibrin, Tn6 probe; Fibrinogen beta chain (Homo sapiens), P02675; Fibrin DD(E) TRITC-Tn6 fluorescence polarization displacement; inhibition, % at 8.3 µM; 370,000 tested, 0.21% active; AID 720509, 2013;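 active = inhibition above a per-campaign cutoff: mean of compounds within control limits plus 3 SD, cut at about 15% in these data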;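 note: 0% = median of all compound wells on the plate and 100% = blocking peptide control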
proKLK7 act – proKLK7 zymogen activators, primary screen, biochemical, fluorescence intensity | purified proKLK7, EDANS-DABCYL substrate fluorescence; 100% is mature enzyme control, 0% vehicle | activation, % at 7 µM | Kallikrein-7 (Homo sapiens), P49862 | 370,000 tested, 0.9% active;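 active = activation above the mean of all tested compounds plus 3 SD, computed per campaign excluding outliers beyond control limits, cut at about 13% in these data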
Tn7 DDE FP – inhibitors of Tn7 peptide binding to fibrin DD(E), primary screen, biochemical, fluorescence polarization, human fibrin, Tn7 probe; 370,000 tested, 0.13% active; FP displacement of FITC-Tn7 peptide from fibrin DD(E); 0% = median of compound wells per plate; Fibrinogen beta chain (Homo sapiens), P02675; inhibition, % at 8.3 µM; AID 720508, 2013;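 active = inhibition above the mean of compounds falling within the control limits plus 3 SD of them, cut at about 14% in these data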;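 note: 0% = plate median of compound wells and 100% = 10 µM Aha-Tn7 peptide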
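Assay system: Human fibrin DD(E) protein | Medium: Tris buffer with calcium and detergent, pH 7.8 | Reagent: 0.1 µM fluorescent Tn7 | Compound dosing: Single point at 8.3 µM | Times: 10 min preincubation, 3 h with tracer, room temperature | Detection: Fluorescence polarization of the labelled Tn7 tracer | Controls: Aha-Tn7 high control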
ARFGAP1 inh – inhibitors of rat ARFGAP1 GAP activity, primary screen, biochemical, fluorescence polarization, GDP tracer | ADP-ribosylation factor GTPase-activating protein 1 (Rattus norvegicus), Q62848 | Arfgap1-stimulated ARF1 GTP hydrolysis, GDP FP detection | inhibition, % at 16.5 µM | 360,000 tested, 0.26% active;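 active = inhibition above a per-plate limit, mean inhibition of low control wells plus 3 SD, cut at about 25% in these data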;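 note: 0% = DMSO wells with enzyme and 100% = wells lacking Arfgap1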
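material = rat Arfgap1 catalytic domain, aa 1-136 | also added = human ARF1(Δ1-17)-GTP substrate | compound dosing = one concentration, 16.5 µM, DMSO 1.26% | times = GTP hydrolysis reaction 2 h at 25 °C | measured by = FP, GDP Alexa 633 tracer displaced from anti-GDP antibody, 620/688 nm | evaluation = percent inhibition of Arfgap1-stimulated GTP hydrolysis | replication = single well per compound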
* marks the source's active call; other numbers are inactive results; i = inactive; · = no result given. No enrichment for hits. About 4.2% of those tested had a hit in this group.

SMILES	LEDGF integ inh	PLC-gamma1 inh	ADAM17 inh	TDP2 inh	ASAP1 GAP inh	ADAM10 inh	DDE Tn6 FP inh	proKLK7 act	Tn7 DDE FP	ARFGAP1 inh
O=C(O)C1=C[C@@H](C2CCCCC2)C[C@@H](OCCCCO)O1	2	-1	-2	-2	9	-3	-2	0.1	-8	-6
O=C(O)/C=C/c1cccc(NC(=O)c2ccc(Cl)cc2)c1	-1	0	-4	-2	3	4	-3	-0.3	3	1
C/C(=C\C(=O)c1ccccc1)NCc1ccc(F)cc1	3	3	-3	-3	-19	1	-4	0.3	4	0
Cc1nc2ccc(NS(=O)(=O)c3ccc4c(c3)OCCO4)cc2s1	1	4	-1	3	0	-2	-3	-0.1	3	-6
CCN(Cc1ccccc1)S(=O)(=O)c1ccc(OC)c2ncccc12	0	0	-4	0	6	-2	-1	0.1	-1	3
CC(C)S(=O)(=O)C1=NSC2=NC(=O)/C(=C\c3ccc(-c4cccc(C(=O)O)c4)o3)C(=N)N21	4	-136	-12	-2	2	-19	-13	1.4	-5	-18
CCc1ccccc1NC(=S)N1CCN(c2ccccn2)CC1	3	8	0	-9	-4	4	0	-0.6	-4	-3
CC1(C)Cc2c(cnn2-c2ccccc2)C(NC(=O)CCc2ccc(=O)[nH]n2)C1 (configuration not stated)	1	0	-3	7	10	-8	-3	0.4	5	-3
COCCCN1C(=O)C(=O)/C(=C(/O)c2ccc(S(=O)(=O)N3CCCCC3)cc2)C1c1ccc(O)cc1 (configuration not stated)	-1	-2	2	1	-4	6	2	-0.4	0	1
COc1ccc(Nc2ccc([N+](=O)[O-])cn2)cc1	2	9	10*	-31	5	12	2	0.3	-4	-11
S=C(NC1CCCCC1)N(CCc1nc2ccccc2[nH]1)C1CCCC1	-1	3	5	-5	-4	7	-1	-0.1	6	3
Cc1ccccc1OCc1nnc(SCC(=O)NC2CCCCC2)o1	-2	-3	2	3	-2	3	8	-0.3	0	-8
NS(=O)(=O)c1ccc(NC(=S)NCc2ccccc2Cl)cc1	-3	2	1	-2	8	0	3	-0.1	-2	13
Cc1ccc([C@H]2N[C@]3(CCCN(CC4CCCCC4)C3=O)[C@H]3C(=O)N(C)C(=O)[C@@H]23)cc1	-4	-5	-1	-3	5	-11	6	-0.5	3	10
Cc1ccccc1CNC(=O)c1[nH]c(C(F)(F)F)nc1-c1ccccc1	-6	0	2	2	6	10	2	0.0	2	3
CCCCC(=O)N(C)c1c(C)nc2ccc(C(=O)N3CCN(C(=O)c4ccco4)CC3)cn12	1	-2	-1	-4	5	-4	3	-0.1	-3	4
CC(C)N1CCc2c(-c3nc4ccccc4s3)csc2C1	-2	-8	-3	-1	·	-10	6	·	1	·
N#Cc1ccc(NC(=S)NC(=O)C2CCCCC2)cc1	4	0	2	-8	2	7	-4	-0.1	-8	-8
CC(=O)Nc1ccc(S(=O)(=O)NC(C)C(=O)NCC(c2ccco2)N(C)C)cc1 (configuration not stated)	3	-21	-8	-7	-5	-28	7	-1.3	-1	-2
Cc1cc(C)n2nc(C(=O)OCC(=O)NNC(=O)c3ccc(Cl)cc3)nc2n1	5	1	-3	6	-17	0	3	-0.5	2	10

Reformatted comma-delimited: entries from further up
SMILES,LEDGF integ inh,PLC-gamma1 inh,ADAM17 inh,TDP2 inh,ASAP1 GAP inh,ADAM10 inh,DDE Tn6 FP inh,proKLK7 act,Tn7 DDE FP,ARFGAP1 inh
CCCCC(=O)N(C)c1c(C)nc2ccc(C(=O)N3CCN(C(=O)c4ccco4)CC3)cn12,1,-2,-1,-4,5,-4,3,-0.1,-3,4
CC(C)N1CCc2c(-c3nc4ccccc4s3)csc2C1,-2,-8,-3,-1,·,-10,6,·,1,·

(list continues)
SMILES	LEDGF integ inh	PLC-gamma1 inh	ADAM17 inh	TDP2 inh	ASAP1 GAP inh	ADAM10 inh	DDE Tn6 FP inh	proKLK7 act	Tn7 DDE FP	ARFGAP1 inh
CCCCNC(=O)Nc1nc2ccc(CC)cc2s1	3	8	2	-16	5	15	1	0.5	-10	6
COc1ccc(OC)c(NC(=S)NCc2cccs2)c1	2	4	0	4	-13	8	3	-0.8	3	-10
Cc1cccc(C)c1NC(=O)c1cc(S(=O)(=O)N2CCOCC2)ccc1F	-2	0	-7	16	-6	0	1	0.1	5	10
N#Cc1ccc(OCC(=O)N2CCN(c3ccc(C(F)(F)F)cn3)CC2)cc1	0	0	-1	8	-1	-5	8	0.9	-2	10
S=c1[nH]cc(-c2ccccc2)n1-c1cccc(Cl)c1	-1	-2	3	-1	2	12	2	0.1	2	7
CCc1cc(-c2nnn(CCC3COCCO3)c2CC)ccc1-c1cn(Cc2ccccc2)nn1 (configuration not stated)	-2	1	6	-1	-6	-15	-1	-0.2	1	6
CC(=O)Oc1cccc(NC(=O)c2ccc3c(c2)C(=O)N(CC(C)C)C3=O)c1	3	2	0	6	-9	6	4	0.5	8	-7
CCCNC(=O)Cn1nc(C(F)(F)F)c2c1CCC2	2	-1	-4	-4	4	5	6	0.4	4	0
CCCC(NC(=O)Cc1c(C)c2c(cc(C)c3c(C)coc32)oc1=O)C(=O)O (configuration not stated)	4	i	-269	-7	-3	i	6	26*	-2	4
COCCNC(=O)c1ccccc1NC(=O)c1cccc([N+](=O)[O-])c1C	-1	0	1	5	2	-1	4	-0.1	-4	12
CC(O)[C@H]1CN=C(N)N1CC1CCCCC1 (some centres not stated)	1	2	0	-5	1	2	1	0.4	-3	-5
COc1ccc(-n2nnnc2SCC(=O)c2ccc3c(c2)OCCO3)cc1	0	3	-2	-7	5	3	6	0.3	2	-4
COc1ccc(S(=O)(=O)N2CCOCC2)cc1NC(=O)CC1CCCC1	-1	2	1	-5	-6	-13	3	-0.1	-4	-4
COCc1c(C(=O)OCC(=O)NCCN2C(=O)CSC2=O)oc2ccccc12	-3	0	-1	2	0	3	3	0.7	1	-2
CN(Cc1ccc(F)cc1)C(=O)CN1CCN(S(=O)(=O)c2ccc3c(c2)OCCCO3)CC1	-2	3	-2	9	14	-3	5	0.5	-8	-5
Cc1nc2ccc(-c3nc4ccccc4o3)cc2[nH]1	2	-13	-43	-1	12	-131	2	0.9	2	6
CSc1sc(C(=O)OC(C)C)c2c1C(=O)CC(C)(C)C2	2	3	-2	9	-4	12	7	1.1	-2	3
COC(=O)[C@H](C)NC(=O)Nc1ccccc1C(F)(F)F	-2	-1	-3	8	-13	-3	0	-0.9	2	0
O=C(CC1CC2CCC1C2)Nc1nc(-c2ccccn2)cs1 (configuration not stated)	16*	3	4	-17	11	2	-3	0.0	-4	0
Cc1cc(N2C(=O)C(O)=C(C(=O)c3cccs3)C2c2ccc(F)cc2)no1 (configuration not stated)	-1	-11	-1	-12	6	3	5	0.6	-4	-8

4 of these compounds in a different format.
| Molecule | LEDGF integ inh | PLC-gamma1 inh | ADAM17 inh | TDP2 inh | ASAP1 GAP inh | ADAM10 inh | DDE Tn6 FP inh | proKLK7 act | Tn7 DDE FP | ARFGAP1 inh |
| --- | --- | --- | --- | --- | --- | --- | --- | --- | --- | --- |
| COc1ccc(S(=O)(=O)N2CCOCC2)cc1NC(=O)CC1CCCC1 | -1 | 2 | 1 | -5 | -6 | -13 | 3 | -0.1 | -4 | -4 |
| COCc1c(C(=O)OCC(=O)NCCN2C(=O)CSC2=O)oc2ccccc12 | -3 | 0 | -1 | 2 | 0 | 3 | 3 | 0.7 | 1 | -2 |
| CN(Cc1ccc(F)cc1)C(=O)CN1CCN(S(=O)(=O)c2ccc3c(c2)OCCCO3)CC1 | -2 | 3 | -2 | 9 | 14 | -3 | 5 | 0.5 | -8 | -5 |
| Cc1nc2ccc(-c3nc4ccccc4o3)cc2[nH]1 | 2 | -13 | -43 | -1 | 12 | -131 | 2 | 0.9 | 2 | 6 |

(continued)
SMILES	LEDGF integ inh	PLC-gamma1 inh	ADAM17 inh	TDP2 inh	ASAP1 GAP inh	ADAM10 inh	DDE Tn6 FP inh	proKLK7 act	Tn7 DDE FP	ARFGAP1 inh
CC(=O)N1CC=CC1(CC(C)C)C(=O)NCc1cc(F)cc(C(F)(F)F)c1 (configuration not stated)	2	4	-2	-12	-1	11	1	0.0	6	10
O=C(COc1coc(CN2CCc3ccccc3C2)cc1=O)N1CCOCC1	-1	0	-4	6	14	-5	2	-0.1	-5	-3
CN(CC(=O)NCc1ccc(F)cc1)CC(=O)Nc1ccc(Cl)c(C(F)(F)F)c1	-5	3	5	1	5	23*	-7	0.0	-1	17
NC(=O)CSCc1cccc(Br)c1	33*	0	-2	9	5	-3	-2	-0.4	-8	-5
COc1ccc(OC)c(NC(=O)C(=O)NNC(=O)COc2ccc(Br)cc2C)c1	-6	-3	-6	-1	18	-23	-4	0.2	-4	-3
COc1ccc(Cl)cc1C(Nc1cccnc1)c1ccc2cccnc2c1O (configuration not stated)	-3	-11	6	-9	1	7	-1	0.6	0	23
COc1ccc(CCN2CC(C#N)=C3c4cc(OC)c(OC)cc4CCN3C2)cc1OC	-2	-31	-2	6	-1	-38	1	1.5	-1	-2
CCCCn1c(CCC)nc([N+](=O)[O-])c1Sc1ccc(Cl)cn1	2	4	-1	-5	5	-16	3	0.1	5	1
c1ccc(-c2ccnc3nc(-n4cccc4)nn23)cc1	2	0	0	-5	-6	2	0	0.3	-9	10
Cc1c(NC(=O)COC(=O)c2ccc(Cl)nc2)c(=O)n(-c2ccccc2)n1C	0	0	-3	7	-2	-2	-3	0.2	5	5
